GDH-TPI inh – GDH-TPI coupled enzyme inhibition counter-screen. GDH-TPI coupled enzyme counterscreen, NADH absorbance. inhibition, % at 4.8 µM. hit rate 1.2% among 360,000. AID 588335;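 also: 0% = DMSO wells and 100% = wells lacking the enzyme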
CCHF vOTU inh – CCHFV vOTU protease inhibition; inhibition, % at 11.5 µM; AID 651958; Pep-AMC fluorescence; hit rate 0.55% among 370,000; also: 0% = vehicle wells with enzyme and 100% = no enzyme wells
Rv3671c inh – inhibitors of M. tuberculosis serine protease Rv3671c. inhibition, % at 5.96 µM. hit rate 0.048% among 320,000. P9WHR9; in the data active = inhibition above about 38%;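 also: extracellular domain of Rv3671c used as enzyme; 0% = enzyme with DMSO and 100% = no enzyme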
Target sequence (P9WHR9 whole entry, looked up, the tested form may be a part): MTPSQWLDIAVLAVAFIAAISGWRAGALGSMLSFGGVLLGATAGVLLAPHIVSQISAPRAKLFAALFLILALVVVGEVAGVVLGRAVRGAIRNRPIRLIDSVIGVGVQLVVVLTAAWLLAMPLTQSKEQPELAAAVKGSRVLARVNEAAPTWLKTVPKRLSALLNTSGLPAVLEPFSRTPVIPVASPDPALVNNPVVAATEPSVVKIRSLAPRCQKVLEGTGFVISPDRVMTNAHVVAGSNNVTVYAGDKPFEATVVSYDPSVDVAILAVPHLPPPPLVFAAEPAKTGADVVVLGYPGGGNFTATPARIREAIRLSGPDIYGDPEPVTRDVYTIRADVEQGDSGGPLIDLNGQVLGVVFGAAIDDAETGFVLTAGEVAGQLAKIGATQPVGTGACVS
FadD28 binding – inhibitors of Mycobacterium tuberculosis FadD28 bisubstrate binding. hit rate 0.22% among 360,000. inhibition, % at 12.5 µM. FadD28 bisubstrate probe binding, fluorescence polarization; in the data active = inhibition above about 8.5%, passing the limit was not always enough; inconclusive = no clear call, values can overlap the other calls
DUSP3 inh – inhibitors of human VHR1 phosphatase (DUSP3) | AID 1654 | hit rate 0.52% among 290,000 | inhibition, % at 13.3 µM | P51452 | recombinant VHR phosphatase, pNPP absorbance; in the data active = inhibition above about 50%; also: some compounds called inactive have numbers as strong as hits
MazF activator – MazEF (E. coli) toxin RNase activation | P0AE70 | FAM/BHQ RNA-DNA oligo cleavage fluorescence, 5 h | activation, % at 20 µM | hit rate 0.32% among 350,000; in the data active = activation above about 50%
Target sequence (P0AE70 whole entry, looked up): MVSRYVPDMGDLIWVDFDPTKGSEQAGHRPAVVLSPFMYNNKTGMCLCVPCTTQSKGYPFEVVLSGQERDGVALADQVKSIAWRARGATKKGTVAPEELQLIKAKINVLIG
BioA inh – blocks M. tuberculosis BioA enzyme activity | hit rate 0.096% among 360,000 | AID 602481 | purified M. tuberculosis BioA enzyme, plate reader | inhibition, % at 9.99 µM; in the data active = inhibition above about 40%; inconclusive = no clear call, values can overlap the other calls
BoNT-F LC inh – BoNT F light chain protease inhibition | Multiplex microsphere protease cleavage assay, flow cytometry | inhibition, % at 10 µM | hit rate 0.22% among 360,000; in the data active = inhibition above about 35%, passing the limit was not always enough; inconclusive = no clear call, values can overlap the other calls; also: plate controls were buffer without enzyme for full effect and enzyme alone for no effect
Mtb UGM inh – Mtb UDP-galactopyranose mutase inhibition. hit rate 0.06% among 320,000. inhibition, % at 10 µM. purified UGM, fluorescence polarization probe displacement. P9WIQ1; in the data active = inhibition above about 10%, passing the limit was not always enough; inconclusive = no clear call, values can overlap the other calls
Target sequence (P9WIQ1 whole entry, looked up): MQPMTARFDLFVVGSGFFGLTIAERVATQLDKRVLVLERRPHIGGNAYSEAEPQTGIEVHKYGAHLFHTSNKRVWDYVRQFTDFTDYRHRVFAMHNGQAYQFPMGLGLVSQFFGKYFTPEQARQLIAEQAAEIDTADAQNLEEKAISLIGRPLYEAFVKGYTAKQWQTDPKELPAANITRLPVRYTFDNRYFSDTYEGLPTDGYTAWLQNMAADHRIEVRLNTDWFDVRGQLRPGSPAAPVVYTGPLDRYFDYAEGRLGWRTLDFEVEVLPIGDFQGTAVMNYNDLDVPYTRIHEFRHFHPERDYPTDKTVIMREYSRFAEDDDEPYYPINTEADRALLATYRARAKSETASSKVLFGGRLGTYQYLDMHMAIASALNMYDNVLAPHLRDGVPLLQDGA
Mtb FBA inh – inhibits M. tuberculosis FBA enzyme; P9WQA3; purified M. tuberculosis FBA, fluorescence read-out; inhibition, % at 1 µM; hit rate 2.3% among 360,000; in the data active = inhibition above about 27%;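 also: 0% = vehicle and 100% = reference inhibitor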
An asterisk follows results filed as active; ? = inconclusive; . = no result given. Rule as the data show it, unless noted: active = inhibition above about 30%; inactive = the rest.

SMILES	GDH-TPI inh	CCHF vOTU inh	Rv3671c inh	FadD28 binding	DUSP3 inh	MazF activator	BioA inh	BoNT-F LC inh	Mtb UGM inh	Mtb FBA inh
CCCCOC(=O)n1c(=O)oc2ccccc21	-1	15	4	-4.0	13	8	-1.0	-15	0.7	-9
N#Cc1ccc(CSc2nnc(-c3ccccc3)n2Cc2ccco2)cc1	8	-11	8	-1.0	14	-2	-0.6	-2	1.1	0
O=C(COc1ccccc1)Nc1nnc(S(=O)(=O)N2CCCCC2)s1	14	4	-5	-4.0	27	-9	-1.7	-2	0.3	-1
Cc1cc(-c2nnn(CCCOC(C)(C)C)c2C)ccc1-c1cn(CCCOC(C)(C)C)nn1	-3	16	.	-1.0	.	7	2.4	4	.	1
COc1cccc(CNC(=O)C2CCN(S(=O)(=O)c3ccc4c(c3)CC(C)N4C(=O)C3CC3)CC2)c1 (stereo not given)	4	-3	-12	-2.0	21	7	.	10	-0.3	1
O=C(c1ccc(S(=O)(=O)Nc2ccccc2F)cc1)N1CCCCCC1	3	-2	4	-4.4	.	3	7.1	4	0.3	-1
O=C1ON(Cc2ccccc2)C(c2ccccc2)N1c1ccccc1 (stereo not given)	6	-9	.	1.5	.	5	.	2	.	1
CCOC(=O)Cn1c(=O)oc2cc(S(=O)(=O)NCC3CCCO3)ccc21 (stereo not given)	-11	4	-2	1.5	19	0	-1.1	0	1.7	4
O=C(c1ccccc1)C1CCN(C(=O)c2cccs2)CC1	-5	2	2	-1.2	32	-4	.	?	-1.4	1
Cc1nc2ccc(S(=O)(=O)NC(C(=O)N3CCC(C)CC3)C(C)C)cc2s1 (stereo not given)	6	4	4	-1.2	-12	7	-1.2	-9	-2.1	3
Cc1cc(C)c(S(=O)(=O)Nc2c(C)[nH]c(=O)[nH]c2=O)c(C)c1	3	6	-5	-0.9	10	-2	-0.5	-1	2.0	2
CCOc1cc(CN2CCCCC2)ccc1OC	5	9	3	0.7	-19	5	-0.7	-4	-3.3	2
Cc1cc(NS(=O)(=O)c2ccc(NC(=S)NC(=O)c3ccc(Cl)cc3Cl)cc2)no1	19	21	8	1.6	1	-5	-0.9	3	4.3	1
COc1ccc(NC(=O)C2=C(C)NC(=O)NC2c2ccccc2[N+](=O)[O-])cc1 (stereo not given)	-3	14	8	-3.2	17	3	0.1	-4	-3.2	2
COc1ccc(NC(=O)CN(C)S(=O)(=O)c2ccc(Br)s2)cc1OC	3	1	4	-1.5	15	7	2.1	-14	-1.0	2
C[C@H]1CNC(=O)c2c(C(=O)N[C@@H](Cc3c[nH]c4ccccc34)C(=O)OC(C)(C)C)ncn21	13	11	.	-1.5	.	8	.	-6	.	1
c1ccc2c(Nc3nnc(-c4ccncc4)s3)cccc2c1	38*	-10	-2	-0.8	10	-2	-4.2	-16	3.5	0
CCOc1cc(/C=N\NC(=O)Cc2ccccc2)ccc1OCC(=O)Nc1ccc(C)c(C)c1	6	9	6	-4.6	27	20	3.2	-11	0.6	-1
CCN1CCN(c2ccc(NC(=O)CC3OC(=O)c4ccccc43)cc2C)CC1 (stereo not given)	6	15	.	-1.7	.	1	0.2	-11	.	1
Cc1nc(-c2ccc(C#N)cc2)cs1	8	2	-3	0.9	13	4	.	-3	-2.3	6
O=C(O)c1cc2ccc3ccccc3c2oc1=O	10	-124	-1	-1.8	4	4	2.0	2	-1.6	196*
Oc1ccc(Br)cc1/C=N/n1cnc2ccccc21	9	-13	2	-4.0	18	-6	-1.4	26	-0.9	1
O=C(c1ccc2c(=O)n(-c3ccccc3)c(=S)[nH]c2c1)N1CCN(c2ccccc2)CC1	-2	3	5	-2.6	.	-5	0.2	8	-1.6	-2
Cc1cc(C)n(-c2ccc(F)cc2)c(=O)c1C(=O)O	-3	-12	-5	-2.5	28	-2	.	10	3.2	1
CCN(CC)CCN1C(=O)c2ccccc2NC1c1ccc(N(C)C)cc1 (stereo not given)	0	4	-5	-5.8	10	5	-0.7	5	-0.1	13

Following part.
SMILES	GDH-TPI inh	CCHF vOTU inh	Rv3671c inh	FadD28 binding	DUSP3 inh	MazF activator	BioA inh	BoNT-F LC inh	Mtb UGM inh	Mtb FBA inh
Cc1ccc(-c2nc(C#N)c(NCCN3CCCCC3)o2)cc1	16	-35	2	-3.3	-15	-2	7.0	-11	0.5	94*
Cc1ccc([N+](=O)[O-])cc1-c1ccc(/C=N/NC(=O)c2cc3c(ccc4ccccc43)o2)o1	16	3	-4	-4.6	19	6	-1.8	9	-4.4	-1
C=CCn1c(N)cc(=O)nc1SC(CC)C(=O)Nc1ccc(C(C)=O)cc1 (stereo not given)	2	1	-11	-2.5	21	-1	11	5	0.6	-2
COc1ccc(S(=O)(=O)Nc2ccccc2OC)cc1N=Nc1c(O)[nH]c(=S)[nH]c1=O	8	0	2	2.2	.	1	-0.9	3	-2.1	-12
COc1ccc(S(=O)(=O)NC2CC(C)(C)NC(C)(C)C2)cc1C(C)C	-7	-2	5	-3.4	13	3	.	-1	-0.3	0
CCCCOc1ccc(/C=C/C(=O)OCC(=O)c2c(N)n(C)c(=O)n(C)c2=O)cc1OCC	-8	9	-12	-2.9	10	9	.	0	1.0	1
O=c1ncn(-c2ccc(F)cc2)c2ncccc12	3	7	1	-2.4	-4	1	-0.2	-2	-0.4	0
Cn1c(=O)[nH]c(=O)c2c1nc(Br)n2CCCSc1nc2ccccc2o1	18	2	-6	0.1	-5	0	0.3	-7	-0.1	0
O=C(O)Cn1ncc2c1-c1ccoc1CC2	-19	0	4	-3.8	-20	-5	1.2	-1	-1.4	-2
COc1ccc2oc(C(=O)OCC(=O)NC(=O)NC(C)C)c(C)c2c1	11	-13	-7	-2.6	0	1	-1.7	8	1.0	35*
CC(=O)N1c2ccccc2N2C(c3c(C)c(C)cc(C)c3C)=NON12	5	18	.	0.0	33	-15	.	-6	.	9
O=C1NCCC12C(=O)Nc1ccccc12 (stereo not given)	10	-3	-4	-0.5	.	2	-0.5	2	-1.4	4
COc1ccc(Nc2nc(Nc3ccc(OC)cc3)nc(SC3=NCCS3)n2)cc1	-5	-8	-18	-2.2	39	3	0.6	-1	-0.6	41*
CCCCCCCC/C=C\CCCCCCCC(=O)NCCc1ccc(O)c(O)c1	-10	30*	-7	-0.9	.	-5	0.1	-8	-2.9	-3
CN1C(=O)c2ccc(NC(=O)c3c(C(=O)O)cccc3[N+](=O)[O-])cc2C1=O	4	21	3	-0.7	-4	1	-2.3	-31	3.3	-1
CCOC(=O)N1CCC(NC(=O)Cn2ncc3c2-c2cc(C)ccc2OC3)CC1	9	-7	0	-0.9	21	2	-2.5	1	0.3	-1
COc1ccc(CNC(=O)CN2CCN(S(=O)(=O)c3c(C)c(C)cc(C)c3C)CC2)cc1OC	-2	10	-13	-0.5	.	5	1.5	-5	1.6	0
O=C(Cc1n[nH]c(=O)c2ccccc12)OCc1c(Cl)cccc1Cl	4	-10	-1	-3.2	5	6	-1.3	-2	1.8	2
COC(=O)Cn1c(=NC(=O)c2cc(OC)c(OC)c(OC)c2)sc2cc(OC)ccc21	16	6	-14	-1.2	-8	8	-0.9	3	1.8	4
CC1=CC2=NC(=O)/C(=C\c3cc(C)n(-c4ccccc4)c3C)C(=N)N2O1	7	8	0	-1.6	1	13	10	-14	0.2	0
CCOC(=O)Cn1c(Br)nc2c1c(=O)[nH]c(=O)n2C	-6	-10	3	-4.7	16	-5	-0.9	-11	-1.4	-1
CCOC(=O)C1CCN(C(=O)Cn2cnc3sc(C)c(S(=O)(=O)N4CCOCC4)c3c2=O)CC1	12	2	-9	-0.2	30	-1	0.0	3	1.9	3
COc1ccc(C(=O)NCc2cccc(Cl)c2)cc1S(=O)(=O)N1CCOCC1	3	-5	-4	-0.5	.	0	1.1	-7	2.2	6
COC(=O)C1=C(c2cccc(OCc3ccccc3)c2)C[C@@H]2CC[C@H]1N2C(=O)NCc1ccc(OC)cc1	1	14	-13	-3.0	.	-2	0.6	2	0.2	0
CCN(CC)CCCN(Cc1cc2cc3c(cc2[nH]c1=O)OCO3)C(=S)NCc1ccco1	12	-18	0	-2.0	2	20	.	3	0.4	24

The closing 6 entries of the section above lead into the next:
SMILES	GDH-TPI inh	CCHF vOTU inh	Rv3671c inh	FadD28 binding	DUSP3 inh	MazF activator	BioA inh	BoNT-F LC inh	Mtb UGM inh	Mtb FBA inh
CC1=CC2=NC(=O)/C(=C\c3cc(C)n(-c4ccccc4)c3C)C(=N)N2O1	7	8	0	-1.6	1	13	10	-14	0.2	0
CCOC(=O)Cn1c(Br)nc2c1c(=O)[nH]c(=O)n2C	-6	-10	3	-4.7	16	-5	-0.9	-11	-1.4	-1
CCOC(=O)C1CCN(C(=O)Cn2cnc3sc(C)c(S(=O)(=O)N4CCOCC4)c3c2=O)CC1	12	2	-9	-0.2	30	-1	0.0	3	1.9	3
COc1ccc(C(=O)NCc2cccc(Cl)c2)cc1S(=O)(=O)N1CCOCC1	3	-5	-4	-0.5	.	0	1.1	-7	2.2	6
COC(=O)C1=C(c2cccc(OCc3ccccc3)c2)C[C@@H]2CC[C@H]1N2C(=O)NCc1ccc(OC)cc1	1	14	-13	-3.0	.	-2	0.6	2	0.2	0
CCN(CC)CCCN(Cc1cc2cc3c(cc2[nH]c1=O)OCO3)C(=S)NCc1ccco1	12	-18	0	-2.0	2	20	.	3	0.4	24
COCC(C)n1c(COc2ccccc2F)nnc1SCC(=O)Nc1oc(C)c2c(C)n[nH]c(=O)c12 (stereo not given)	16	-3	-5	0.1	.	7	-0.3	-1	0.0	6
CC1CCCCC1NC(=O)c1ccc(-n2cncn2)c([N+](=O)[O-])c1 (stereo not given)	4	13	-4	-1.9	.	5	.	.	-1.0	-2
Cc1cc(-c2ccccc2)nc(SCc2ccc(C(=O)O)o2)n1	11	6	-3	-6.1	5	-7	-1.2	?	-0.9	3
Nc1nc(-c2ccccc2)ns1	3	1	.	-0.8	.	9	.	1	.	-1
O=C(COC(=O)c1ccc([N+](=O)[O-])s1)NCc1ccc(F)cc1	8	71*	-65	0.0	1	-1	-0.6	-14	3.1	1
O=C(NNC(=S)NCc1ccccc1)c1cccc([N+](=O)[O-])c1	7	7	5	-1.7	38	3	2.0	-6	1.2	3
O=C(Nc1nc2ccccc2s1)C1CC(=O)N(c2ccc(Br)cc2)C1 (stereo not given)	-2	2	-19	-17	6	-3	.	-3	3.6	-3
Clc1ccc(-c2nn3cnnc3s2)c(Cl)c1	0	0	-8	-0.4	-8	0	4.8	12	2.0	-1
CC(CCc1ccccc1)NC(=O)COC(=O)c1ccc(NC(N)=O)cc1 (stereo not given)	-8	1	-17	.	.	2	0.2	-23	0.5	4
Cc1cc(C=NCCCO)c(C)n1-c1cc(Cl)ccc1Cl	-5	2	.	-0.7	24	12	.	-1	.	-3
COc1ccc(OC)c(NC(=O)C2CCCNC2=O)c1 (stereo not given)	6	-11	1	-0.1	3	0	-2.0	3	-0.4	1
O=C(CN1CCN(C(=O)C2CCCO2)CC1)Nc1c(Cl)cccc1Cl (stereo not given)	-3	-4	7	-3.1	6	0	2.3	-1	-0.9	-2
CC(=O)C(Sc1ccc2nnc(-c3ccc(F)cc3)n2n1)C(C)=O	8	3	-1	-4.7	25	9	3.4	6	-0.6	3
Cc1cc(Cl)ccc1NC(=S)N1CCOCC1	0	-11	1	1.2	-1	-1	-2.4	-6	0.4	3
CCN(c1ccccc1)S(=O)(=O)c1ccc(OC)c(NC(=O)C2CC(=O)N(Cc3ccccc3)C2)c1 (stereo not given)	5	-2	-6	-4.8	13	4	.	0	0.1	-2
C=CCn1c(SCC(=O)Nc2cc(Cl)ccc2C(=O)O)nc2sc(C)c(C)c2c1=O	8	1	-10	-31	.	-4	22	-2	-1.7	1
CC(C)(C)c1ccc(C2(C)NC(=O)N(CC(=O)c3ccc[nH]3)C2=O)cc1 (stereo not given)	6	4	-7	-1.5	31	6	-1.6	-11	-2.5	1
O=C(Oc1cc(Cl)cc(Cl)c1)c1cnc2n(c1=O)CCS2	12	-8	-4	-1.1	9	5	-0.4	?	0.9	0
Cc1noc(C)c1COc1cccc(C(=O)OC(C)C(=O)Nc2ccc3c(c2)OCO3)c1 (stereo not given)	-1	-2	-6	-1.5	39	-8	3.8	0	-0.2	1

Screening results from PubChem BioAssay.
